PV pol inh – poliovirus RdRp elongation inhibitors, primary screen, biochemical, fluorescence polarization, total intensity; Genome polyprotein (Poliovirus type 1 (strain Mahoney)), P03300; poliovirus polymerase elongation; hits give low values; % elongation, % (compound at 16.7 µg/mL); 150,000 tested, 0.66% active; in the data active = % elongation below about 90%; also: some results filed as inactive read as strong as hits
Target sequence (P03300 1749-2209 limits assumed): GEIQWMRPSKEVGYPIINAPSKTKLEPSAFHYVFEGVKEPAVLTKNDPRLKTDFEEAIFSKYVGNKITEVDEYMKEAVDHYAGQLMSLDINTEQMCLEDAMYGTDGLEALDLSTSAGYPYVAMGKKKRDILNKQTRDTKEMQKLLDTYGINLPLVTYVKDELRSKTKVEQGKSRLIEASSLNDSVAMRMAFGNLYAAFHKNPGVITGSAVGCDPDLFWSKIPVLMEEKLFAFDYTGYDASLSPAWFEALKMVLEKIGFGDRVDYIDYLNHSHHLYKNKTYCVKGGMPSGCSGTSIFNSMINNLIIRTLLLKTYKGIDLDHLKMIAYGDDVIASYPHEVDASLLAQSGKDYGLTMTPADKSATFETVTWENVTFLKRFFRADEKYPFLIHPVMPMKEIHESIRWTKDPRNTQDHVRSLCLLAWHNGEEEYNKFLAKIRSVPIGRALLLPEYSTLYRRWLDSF
PV pol inh FP z-score – recorded beside PV pol inh, whose call it bears; z-score; measured here: FP z-score; hits read low
* = called active by the depositor. The list is partial, so the mix of outcomes need not match the whole.

SMILES	PV pol inh	PV pol inh FP z-score
CCN(C(=O)Cn1ncc2c1-c1cc(C)ccc1OC2)c1cc(Cl)ccc1OC	101.0	-1.2
CC(NC(=O)c1ccccc1)c1nc2ccccc2n1C(C)C (stereo unspecified)	103.0	0.2
CCn1ccc2c(OCC(=O)NCc3ccc(C)cc3)cccc2c1=O	107.0	0.2
Cc1c(Cl)cccc1NS(=O)(=O)c1ccc(NS(=O)(=O)c2ccc3c(c2)OCCO3)cc1	102.0	-0.9
Cc1cc(COC(=O)c2ccc(C#N)cc2)no1	99.0	-0.1
COc1ccc2c(c1)Cc1sc(NC(=O)c3cccc(Br)c3)nc1-2	97.0	-0.9
S=C(N=P(c1ccccc1)(N1CCOCC1)N1CCOCC1)N1CCN(c2ccccc2)CC1	102.0	0.1
CCC(C)NC(=O)C1CCCN(S(=O)(=O)N2CCC(C)CC2)C1 (stereo unspecified)	102.0	0.1
CCOC(=O)c1cc(CC)sc1NC(=S)Nc1ccccc1C(F)(F)F	107.0	0.2
CCN(C(=O)c1cnc2ccccn2c1=O)c1ccccc1C	103.0	0.6
CCCCOc1ccc(C2(C)NC(=O)N(C)C2=O)cc1 (stereo unspecified)	102.0	0.1
Cc1ccc(SC(C)C(=O)Nn2cnnc2)cc1 (stereo unspecified)	103.0	1.4
Cc1cc(Cl)nc(Cl)c1C(=O)NC(=O)NC(C)(C)C	106.0	0.5
CCOC(=O)C1CCN(C(=O)CCCCn2c(=O)[nH]c3ccccc3c2=O)CC1	102.0	0.7
COc1ccc(CCN2COc3c(cc4c(-c5ccccc5)cc(=O)oc4c3C)C2)cc1	105.0	1
CNC12CC3CC(CC(S)(C3)C1)C2	105.0	0.6
COC(=O)c1ccccc1NC(=O)NC(C)(C)C	100.0	-0.4
Cc1nn(-c2ccccc2)c2sc(C(=O)OCC(=O)N3CCCC3)cc12	99.0	-0.3
O=C(CSC1CCCC1)Nc1ccccc1Br	101.0	-0.3
CC1CCN(S(=O)(=O)c2ccc3c(c2)N(CC(=O)N2CCN(c4ccccc4)CC2)C(=O)CO3)CC1	99.0	-1.8
CCCc1nnc(NC(=O)c2cc(=O)c3cc(Cl)ccc3o2)s1	88.0	-3.6
CSc1ncc(C(=O)Nc2cccc(Cl)c2C)c(-c2ccccc2)n1	108.0	0.4
COc1ccc(S(N)(=O)=O)cc1C(=O)OCc1nc2ccccc2s1	102.0	-0.1
N#Cc1c(O)c2ccccc2[nH]c1=O	101.0	0.1
C/C=C1\NC(=S)N(c2ccccc2)C1=O	104.0	0.5
COc1ccc(NC(=O)c2cn(CCC#N)nc2-c2ccc(OC)cc2)cc1	100.0	-0.8
c1ccc(N2CCN(c3ncnc4sccc34)CC2)nc1	103.0	-0.5
CCN(CC)CCSc1nc2ccccc2n1Cc1ccccc1	103.0	0.5
COc1ccc(OC)c(CCNC(=O)CCc2nc3ncccc3c(=O)n2Cc2ccccc2)c1	100.0	-0.3
CN(C(=O)c1cc2c(s1)-c1ccccc1S(=O)(=O)C2)c1ccccc1	104.0	0.5

Exported in markdown: 2 of the compounds above.
| SMILES | PV pol inh | PV pol inh FP z-score |
| --- | --- | --- |
| CNC12CC3CC(CC(S)(C3)C1)C2 | 105.0 | 0.6 |
| COC(=O)c1ccccc1NC(=O)NC(C)(C)C | 100.0 | -0.4 |

(next part)
SMILES	PV pol inh	PV pol inh FP z-score
Cc1[nH]c2c(C)cccc2c1CCN	100.0	-0.4
Cc1ccc(CSc2nc(C(=O)O)ccc2C#N)cc1	99.0	-0.2
Cc1nc(Sc2nnc3sc4ccccc4n23)c2c3c(sc2n1)CCC3	101.0	0.1
Cc1ccc(-n2nc(C(=O)O)c(C)c(C#N)c2=O)cc1C	101.0	0
c1ccc(-c2nnnn2CCOCCn2nnnc2-c2ccccc2)cc1	96.0	-0.4
Cc1ccc2oc3c(c(=O)c2c1)C(c1ccc(OCC(N)=O)cc1)N(Cc1ccc2c(c1)OCO2)C3=O (stereo unspecified)	100.0	-0.7
COCC(C)N=C1NN=C(c2c[nH]c3ccccc23)CS1 (stereo unspecified)	103.0	0.1
CN(C)S(=O)(=O)c1cccc(C(=O)N2C(=O)c3cccc(N)c3C2=O)c1	61.0	-4.6
CCN(CC)c1ccc(NC(=O)CNc2ccc(F)cc2F)cc1	100.0	-0.2
O=C(c1ccco1)N1CCN(C(=O)C(c2ccccc2)N2Cc3ccccc3C2=O)CC1 (stereo unspecified)	101.0	-0.1
COc1ccc(NC2=NCCC2)cc1	105.0	0.3
CCN(CC)c1ccc(C(=O)OCc2c(C)noc2C)cc1	100.0	-0.2
COc1ccc(-c2ccc3c(N)c(C(=O)Nc4ccc(C)cc4C)sc3n2)cc1OC	103.0	-0.5
O=C(CSc1nc2c(sc(=S)n2-c2ccccc2)c(=O)n1Cc1ccco1)NC1CCCCC1	102.0	0.7
CSc1sc(SC)c(COC(C)=O)c1COC(C)=O	98.0	-0.9
O=C(OCC(=O)N1CCCCC1)c1ccccc1SCC(=O)N1CCCCC1	99.0	-0.1
COc1ccc(-c2nn(C)c3sc(C(=O)N4CCN(c5cc(Cl)ccc5C)CC4)cc23)cc1OC	109.0	0.9
CC(C)CCNC(=O)CN1C(=O)c2cccnc2Sc2ccccc21	105.0	-0.2
OCCCNc1ncnc2c1c(-c1ccccc1)cn2-c1ccccc1	103.0	0.8
Cc1ccc(-n2nc3c([n+]2[O-])CCc2nonc2-3)cc1	102.0	-0.1
O=C1c2cccc3cccc(c23)N1CO	101.0	-0.1
c1ccc2nc(Sc3ncn[nH]3)c(Sc3ncn[nH]3)nc2c1	85.0*	-1.3*
CCC(=O)Nc1ccc(NC(=O)c2ccc(-c3ccc(Cl)cc3)o2)cc1	102.0	0.1
Cn1c(/C=C/N2CCOCC2)c(C(=O)c2ccc(Br)cc2)c(=O)n(C)c1=O	99.0	-1.2
CN(Cc1ccco1)C(=O)C1CCCN1S(=O)(=O)c1cccc2nsnc12 (stereo unspecified)	101.0	-0.6
CCC(=O)NC(c1ccco1)c1c(OC(C)=O)ccc2ccccc12 (stereo unspecified)	103.0	0.4
CSc1nc2ccccc2n1CC(=O)N(c1ccccc1)C(C)C	103.0	0.5
O=C(O)c1ccccc1N(Cc1ccccc1)C(=O)c1cccs1	102.0	0
O=c1c2[nH]c3ccccc3c2ncn1CCN1CCN(Cc2ccccc2)CC1	105.0	1.2
Cc1c(/C=C2\SC(=Nc3ccccc3)N(C3CCCC3)C2=O)c2ccccc2n1CC(N)=O	101.0	-0.1
O=C(CSc1nnc(-c2cccs2)n1Cc1ccco1)Nc1ccc2c(c1)OCO2	100.0	-0.2
O=C(NC(OCc1ccccc1)(C(F)(F)F)C(F)(F)F)c1ccccc1	111.0	1.1
Cc1cc(C)nc(NS(=O)(=O)c2ccc(NC(=O)c3ccccc3O)cc2)n1	108.0	-0.5
O=C(NC(C(=O)c1ccccc1)n1cnccc1=O)c1ccccc1 (stereo unspecified)	107.0	0.6
O=C1OC(c2ccccc2)=N/C1=C\N1CCCCC1	104.0	0.9
CC(C)C(=O)Nc1ccc2nc(SCC(=O)N3CCOCC3)sc2c1	111.0	0.9
CCSc1nnc2c3ccccc3ncn12	97.0	-0.6
CNC(=S)NCc1ccc(Cl)cc1	98.0	-0.7
Fc1nc(N2CCOCC2)c2c(c1Cl)Oc1ccccc1O2	105.0	0.8
O=C(O)/C=C/c1ccc(OCc2cn3ccccc3n2)cc1	95.0	-1.1
COc1ccc(Cn2ccc3nc(C)c(C(=O)N4CCN(c5ccccc5OC)CC4)cc3c2=O)cc1	104.0	-0.3
Cc1occc1C(=O)N=Nc1cc(C(C)(C)C)c(O)c(C(C)(C)C)c1	99.0	-0.1
Cc1ccn2c(Nc3ccc4c(c3)OCCO4)c(-c3ccc(N(C)C)cc3)nc2c1	106.0	-0.6
O=C(NCc1ccc(Cl)cc1)C1CCC(CNS(=O)(=O)c2ccc(Cl)cc2)CC1 (stereo unspecified)	103.0	0.9
O=C(c1ccc2c(c1)N(Cc1cccc(F)c1)C(=O)c1ccccc1S2)N1CCC2(CC1)OCCO2	105.0	-0.2

Part of the list above in order of heavy-atom count, largest number first.
SMILES	PV pol inh	PV pol inh FP z-score
O=C(NC(OCc1ccccc1)(C(F)(F)F)C(F)(F)F)c1ccccc1	111.0	1.1
O=C1OC(c2ccccc2)=N/C1=C\N1CCCCC1	104.0	0.9
CNC(=S)NCc1ccc(Cl)cc1	98.0	-0.7

(cont.)
SMILES	PV pol inh	PV pol inh FP z-score
COc1ccccc1Oc1ccc(N/C=C/C(=O)c2ccc(C)o2)cc1	102.0	0.5
CC(C)C(=O)Nc1nnc(S(=O)(=O)N2c3ccccc3CC2C)s1 (stereo unspecified)	108.0	0
Cc1ccc(-n2c(SCC(N)=O)nc3c([nH]c4ccccc43)c2=O)cc1	114.0	1.7
Cc1cccc(NC(=S)N2CCn3cccc3C2c2cccs2)c1 (stereo unspecified)	100.0	-0.7
COCC(=O)Nc1ccc(S(=O)(=O)NC(C)(C)C)cc1	102.0	0.5
CCOC(=O)CCc1c(C)nc2ccc(Br)cn2c1=O	102.0	0
CCC(C(=O)NC1CCCCC1)n1c(SCc2ccc(F)cc2)nc2ccncc21 (stereo unspecified)	106.0	-0.3
CC1=C(C(=O)Nc2ccc(C)cc2C)C(c2cccs2)n2nc(SCc3ccc(Cl)cc3)nc2N1 (stereo unspecified)	111.0	-0.2
COc1ccc(-c2nc3ccccc3s2)cc1NC(=O)c1ccccc1F	102.0	-0.7
CCOC(=O)N1CCC(NC(=O)c2cc(C(=O)Nc3ccc(F)cc3F)ccc2CO)CC1	101.0	0.2
COC(=O)c1cn(CC(=O)NCc2ccc3c(c2)OCO3)c2ccccc12	104.0	0
Cc1ccc2nc(N(CCN(C)C)C(=O)c3ccco3)sc2c1	102.0	0
O=C1S/C(=C\c2ccc3c(c2)OCO3)C(=O)N1Cc1ccc(F)cc1	101.0	-0.1
C[C@]12CC[C@H](O)C[C@H]1CC[C@@H]1[C@@H]2CC[C@]2(C)[C@@H](C3=CC(=O)OC3)CC[C@]12O	102.0	0.2
CCN1CCCC(N)C1 (stereo unspecified)	104.0	0.7
COCCn1c(O)c(C(C)=NCC(C)(C)N2CCOCC2)c(=O)[nH]c1=S	108.0	0.8
CN(C1CCCCC1)S(=O)(=O)c1ccc(N)cc1	102.0	-0.1
COCCCNC(=O)c1c(NC(=O)Cc2coc3cc(C)ccc23)sc2c1CCCC2	119.0	0.3
Cc1ccc(-c2noc(-c3ccc(N4CCCCC4)c([N+](=O)[O-])c3)n2)cc1	103.0	-1.1
CC(CN)(NS(=O)(=O)c1ccccc1)c1ccccc1 (stereo unspecified)	103.0	0.3
NS(=O)(=O)c1ccc(NC(=O)CC2SC(=O)NC2=O)cc1 (stereo unspecified)	100.0	-0.5
O=C1Nc2ccccc2/C1=C\c1ccccc1N1CCN(Cc2ccccc2)CC1	105.0	0.3
CCCc1cc(NCC2CCCO2)n2c(nc3ccccc32)c1C#N (stereo unspecified)	97.0	-1.9
N#Cc1ccsc1NC(=O)COc1ccc(-c2nnco2)cc1	108.0	0.6
CN(C)c1ccc(/C=C2/SC(=O)N(CCN=C3NS(=O)(=O)c4ccccc43)C2=O)cc1	103.0	0.9
O=C(NC1CCCCCCC1)c1ccc(CNS(=O)(=O)c2ccc(F)cc2)cc1	102.0	0.4
O=S(=O)(c1cccc2nsnc12)N1CCN(C/C=C/c2ccccc2)CC1	100.0	-0.2
Cc1nn(CC(=O)Nc2ccc(OC(F)(F)F)cc2)c(=O)c2c(C)n(-c3ccc(Cl)cc3)nc12	112.0	0.7
O=C1/C(=C\c2ccc(Br)o2)CCC/C1=C\c1ccc(Br)o1	100.0	0.1
Cc1sc2nc(SCC(=O)NC3CCCCC3)[nH]c(=O)c2c1C	102.0	0.1
CCOc1nc(SC)nc2sc3c(c12)CC(C)(C)OC3	100.0	-0.2
Cc1ccc2c(=O)cc(C(=O)Nc3ccc(S(=O)(=O)N4CCCCC4)cc3)oc2c1	100.0	-1.3
OCCCNc1nnc(-c2ccccc2)c2ccccc12	98.0	-0.6
Cc1cnc(C(=O)OCc2ccc(Br)cc2)cn1	104.0	0.3
CCOC(=O)N1CCN(C(=O)CCCn2c(=S)[nH]c3ccc(Br)cc3c2=O)CC1	101.0	-0.3
CC(C)COC1C(=O)CCCC1CC(=O)O (stereo unspecified)	103.0	0.7
CCOc1ccccc1C(=O)N1CCc2cc(OC)c(OC)cc2C1COc1ccc(OC)cc1 (stereo unspecified)	109.0	0.3
COc1ccc(S(=O)(=O)N(C)S(=O)(=O)c2ccc3ccccc3c2)cc1	97.0	-0.7
COc1ccc(NC(=O)CN(C)S(=O)(=O)c2cnc[nH]2)cc1Cl	109.0	0.7
COc1ccc(-c2cc3c(=O)n(CC(=O)Nc4ccc(Br)c(C)c4)ccn3n2)cc1OC	111.0	0.8
CCOc1ccc(NC(=O)C2CC(=O)OC2c2ccccc2)cc1 (stereo unspecified)	100.0	-0.3
CC(COc1nnc(-c2cccs2)o1)NC(=O)Cn1nnc2ccccc2c1=O (stereo unspecified)	102.0	-0.1
Cc1ccc(C(=O)/C=C/c2cn(CC(O)CN3CCCCCC3)c3ccccc23)cc1 (stereo unspecified)	108.0	0.2
CCOCCCNc1nc2cc(OC)c(OC)cc2c2nc(-c3ccccc3)nn12	104.0	-0.1
CC/C(=N/O)C(=O)c1ccc(Br)cc1	101.0	0
O=C(Nc1c[nH]c(=O)[nH]c1=O)C1CCCO1 (stereo unspecified)	104.0	0.7
CCCCN(S(=O)(=O)c1ccccc1)S(=O)(=O)c1ccccc1	104.0	0.4
CCOC(=O)Cn1nc(C)c(NC(=O)COc2ccc(C)c(C)c2)c1C	105.0	0.2
O=c1ccc(-c2ccc(S(=O)(=O)NCCc3ccccc3)s2)n[nH]1	102.0	0.1

One compound at a time, from the list above. Order of values: PV pol inh	PV pol inh FP z-score
COc1ccc2c(c1)Cc1sc(NC(=O)c3cccc(Br)c3)nc1-2 in the list: 97.0	-0.9
O=C(CSC1CCCC1)Nc1ccccc1Br in the list: 101.0	-0.3
CCC(C)NC(=O)C1CCCN(S(=O)(=O)N2CCC(C)CC2)C1 (stereo unspecified) in the list: 102.0	0.1
O=C(c1ccc2c(c1)N(Cc1cccc(F)c1)C(=O)c1ccccc1S2)N1CCC2(CC1)OCCO2 in the list: 105.0	-0.2
CCCCN(S(=O)(=O)c1ccccc1)S(=O)(=O)c1ccccc1 in the list: 104.0	0.4
